rCAG RNA binder = molecules binding r(CAG) RNA repeats | r(CAG) RNA repeat, TO-PRO-1 dye displacement fluorescence | inhibition, % at 3 µM | 370,000 tested, 1.3% active;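 active = inhibition above the plate cutoff, the mean of all test compounds on that plate plus 3 SD, cut at about 35% in these data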;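 note: 0% = DMSO alone and 100% = 100 µM mitoxantrone as full dye displacement; higher means more dye released from RNA so lower well fluorescence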
ARFGAP1 inhibitor = rat ARFGAP1 inhibition; inhibition, % at 16.5 µM; 360,000 tested, 0.26% active; AID 651572; Arfgap1-stimulated ARF1 GTP hydrolysis, GDP FP detection; Q62848;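 active = inhibition above a per-plate limit, mean inhibition of low control wells plus 3 SD, cut at about 25% in these data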;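 note: 0% = DMSO wells with enzyme and 100% = wells lacking Arfgap1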
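Assay system: purified rat His6-Arfgap1 residues 1-136 (GAP domain); Reagent: human Δ17 ARF1 bound to GTP; Dosing: 16.5 µM single point, 1.26% DMSO; Times: GTP hydrolysis reaction 2 h at 25 °C; Signal: FP, GDP Alexa 633 tracer displaced from anti-GDP antibody, 620/688 nm; Measure: % inhibition from polarization.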
DDE Tn6 FP inh = inhibitors of Tn6 peptide binding to human fibrin DD(E); Fibrin DD(E) TRITC-Tn6 fluorescence polarization displacement; inhibition, % at 8.3 µM; 370,000 tested, 0.21% active; AID 720509;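 active = inhibition above a per-campaign cutoff: mean of compounds within control limits plus 3 SD, cut at about 15% in these data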;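 note: 0% = median of all compound wells on the plate and 100% = blocking peptide control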
GC-B act = GC-B (human) receptor activation | P20594 | HEK293-GC-B cells, CNP EC30, cGMP TR-FRET; 0% at EC30 CNP, 100% saturating CNP | activation, % at 10 µM | 370,000 tested, 0.11% active;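 active = activation at 10 µM reaching about 35% in either raw or pattern-adjusted values, limit read from the data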
FXN GAA850 act = frataxin GAA850 promoter activation. HEK293 lucGAA850 FXN promoter luciferase reporter, 24 h; percent of 10 µM SAHA response. activation, % at 6 µM. 360,000 tested, 0.56% active;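 active = activation above the average of all compounds screened plus 3 SD, cutoff fixed separately per campaign, cut at about 7.5% in these data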;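 note: 0% = DMSO wells and 100% = 10 µM SAHA wells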
KLK7 zymogen act = proKLK7 (human) activation, primary screen. P49862. purified proKLK7, EDANS-DABCYL substrate fluorescence; 100% is mature enzyme control, 0% vehicle. activation, % at 7 µM. 370,000 tested, 0.9% active;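 active = activation above the mean of all tested compounds plus 3 SD, computed per campaign excluding outliers beyond control limits, cut at about 13% in these data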
ASAP1 GAP inh = inhibitors of human ASAP1 ArfGAP activity; inhibition, % at 16.5 µM; ASAP1-stimulated ARF1 GTP hydrolysis, GDP FP detection; AID 624377; 360,000 tested, 0.19% active; Q9ULH1; in the data active = inhibition above about 25%;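 note: 0% = vehicle with enzyme and substrate and 100% = no enzyme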
ADAM10 inh = inhibits human ADAM10; O14672; recombinant ADAM10, EDANS/DABCYL FRET peptide cleavage, 3 h; inhibition, % at 7 µM; 370,000 tested, 0.62% active; AID 720582;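 active = inhibition above a per-campaign cutoff equal to the mean of compounds falling between control-based bounds plus 3 SD, cut at about 20% in these data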;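 note: 0% = DMSO wells while the 100% control is not disclosed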
NPR1 activator = GC-A (human) enzyme activation; P16066; HEK293 GC-A cells, cGMP TR-FRET, EC30 ANP; 0% at EC30 ANP, 100% saturating ANP; activation, % at 10 µM; 370,000 tested, 0.14% active; AID 1671463; in the data active = activation above about 40%
Target sequence (P16066 whole entry, looked up): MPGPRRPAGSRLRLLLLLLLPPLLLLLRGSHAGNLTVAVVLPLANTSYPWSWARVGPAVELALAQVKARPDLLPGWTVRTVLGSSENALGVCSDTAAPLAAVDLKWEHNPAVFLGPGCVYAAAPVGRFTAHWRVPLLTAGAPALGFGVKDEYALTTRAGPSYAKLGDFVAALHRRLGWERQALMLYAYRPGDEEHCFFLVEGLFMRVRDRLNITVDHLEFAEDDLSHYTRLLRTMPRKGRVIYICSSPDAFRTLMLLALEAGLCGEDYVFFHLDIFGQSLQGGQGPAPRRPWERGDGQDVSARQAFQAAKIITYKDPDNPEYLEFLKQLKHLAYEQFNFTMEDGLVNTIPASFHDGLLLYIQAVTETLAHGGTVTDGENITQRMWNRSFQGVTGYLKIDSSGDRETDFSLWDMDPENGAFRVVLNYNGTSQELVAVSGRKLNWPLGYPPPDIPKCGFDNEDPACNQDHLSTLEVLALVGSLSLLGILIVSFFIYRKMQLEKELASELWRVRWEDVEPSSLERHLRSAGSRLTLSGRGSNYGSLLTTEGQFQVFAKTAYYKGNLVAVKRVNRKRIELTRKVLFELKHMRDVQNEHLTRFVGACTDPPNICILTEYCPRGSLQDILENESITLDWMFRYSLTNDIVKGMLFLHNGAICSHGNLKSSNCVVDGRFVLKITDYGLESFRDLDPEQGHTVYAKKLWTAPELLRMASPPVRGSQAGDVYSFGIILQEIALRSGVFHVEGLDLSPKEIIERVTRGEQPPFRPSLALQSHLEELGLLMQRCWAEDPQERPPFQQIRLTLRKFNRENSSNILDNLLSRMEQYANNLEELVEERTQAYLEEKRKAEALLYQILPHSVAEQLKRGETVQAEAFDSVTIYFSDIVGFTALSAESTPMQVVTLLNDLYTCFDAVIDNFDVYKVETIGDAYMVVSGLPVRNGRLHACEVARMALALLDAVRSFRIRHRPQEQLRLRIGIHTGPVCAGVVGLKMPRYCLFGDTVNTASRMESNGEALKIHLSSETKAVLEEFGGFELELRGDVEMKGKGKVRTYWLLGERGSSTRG
sPLA2-III inh = Inhibits HGIII-sPLA2 liposome hydrolysis, primary screen. QFRET BODIPY PC-A2 liposome hydrolysis, fluorescence. Q9NZ20. inhibition, % at 12.2 µM. AID 743126. 370,000 tested, 0.56% active;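 active = inhibition above mean plus 3 SD of compounds lying within the high and low control bounds, cut at about 19% in these data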;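 note: 0% = median of test compound wells and 100% = no enzyme DMSO wells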
* marks the source's active call; other numbers are inactive results; nt = no result given.

Structure,rCAG RNA binder,ARFGAP1 inhibitor,DDE Tn6 FP inh,GC-B act,FXN GAA850 act,KLK7 zymogen act,ASAP1 GAP inh,ADAM10 inh,NPR1 activator,sPLA2-III inh
CCOc1ccccc1N(CC(=O)NCCSc1ccccn1)S(=O)(=O)c1ccccc1,-2,-6,4,-5,0.0,-0.2,14,-10,0,-8
C=CCn1c(SCC(=O)N2CCC(C)CC2)nc2c([nH]c3ccccc32)c1=O,3,4,2,2,3.3,-0.6,1,-12,3,5
CCCCN(C)CCNC(=S)Nc1ccc2nc(N3CCN(CC)CC3)cc(C)c2c1,-8,10,-2,-11,2.0,3.2,9,-91,-5,-5
CCOC(=O)C1=C(C)NC(=O)NC1c1ccc(OCC(=O)N2CCCCC2)cc1 (stereo not given),-3,0,3,3,1.3,-0.4,5,-4,0,-7
CCOc1ccccc1-n1c(SCC(=O)Nc2ccccc2C(=O)O)nc2ccccc2c1=O,35*,5,-6,2,-8.5,0.3,11,0,-4,-7
CN1CC(=O)NC1=NC(=O)c1cc(F)c(F)cc1Cl,2,-8,-1,-2,3.2,0.0,-1,-4,0,-21
CCN(CC)c1ccc(C(NC(C)=O)NC(C)=O)cc1,-1,-5,5,3,-0.6,0.4,-6,1,2,2
Cn1cc(CN2CCN(Cc3ccc4c(c3)OCO4)CC2)c(-c2ccccc2F)n1,-11,-2,0,2,-0.5,0.1,-26,-6,-1,-5
COc1ccc(NC(=O)c2cc(S(=O)(=O)N3CCCCC3)ccc2C)cc1S(=O)(=O)N1CCOCC1,3,0,5,3,-0.8,0.2,8,2,1,-7
COc1cc(/C=C(/C#N)C(=O)Nc2ccccc2)c(Br)cc1OCc1ccc(C(=O)O)cc1,46*,2,1,0,0.4,-0.1,-5,-8,-1,-15
COC(=O)C(CC(C)C)N1CCC(=O)c2ccccc2S1(=O)=O (stereo not given),-2,-5,-9,1,-0.9,-0.1,9,8,-1,-19
COc1ccc([C@H]2CC(=O)C=C(c3ccc(F)cc3OCc3ccccc3)C2)cc1,1,0,-1,18,2.1,0.5,0,3,13,2
Cc1ccccc1C(=O)N[C@H](C(=O)N1CCC[C@H]1C(=O)NCCc1ccccc1Cl)C1CCCCC1,0,-2,-7,2,nt,-0.1,-6,-7,4,-2
CCOC(=O)CSc1nnc(-c2ccc(S(=O)(=O)N3CCOCC3)cc2)n1-c1ccccc1,-4,8,4,-2,-3.2,-5.6,4,2,-1,0
O=C(c1cnccn1)N(Cc1cccs1)C1(C(=O)NC2CCCC2)CCCCC1,-7,3,-5,-9,-0.6,-0.2,0,-3,-13,12
C=CCOC(=O)C1=C(C)N=c2sc(=C3C(=O)N(CC(=O)O)c4ccccc43)c(=O)n2C1c1ccc(OC)cc1 (stereo not given),48*,nt,1,9,nt,-0.6,nt,-7,-6,4
Oc1ccc(Cl)cc1CNc1cccc2cccnc12,8,-5,-2,-3,-1.6,0.2,10,-1,-2,-2
Cc1ccc(O)c(C(=O)C=Cc2ccccc2)c1,2,-3,8,-4,1.1,13*,-3,-161,-4,-8
COCCn1nnnc1CN1CCOCC1,-1,5,-2,2,0.5,0.0,-16,3,4,1
C[C@@]12C(=O)Nc3ccc(Cl)cc3C(=O)N1[C@H]1c3cc(Br)ccc3OC[C@@H]1[C@@H]2c1ccccc1,16,5,-11,0,-7.4,-0.3,5,10,-2,2
CCOc1ccc(C(=O)Cc2cc(OC)c(OC)cc2[N+](=O)[O-])cc1,-1,-17,-2,-4,1.9,0.2,8,0,3,1
Cc1cccc(N(C)C(=O)c2coc(=O)c3ccccc23)c1,-4,9,5,-12,-0.2,-1.8,5,2,-24,-1
O=c1cc(COc2ncnc3c(Cl)cc(Cl)cc23)nc2sccn12,0,-8,-14,-1,-0.7,0.0,-1,0,0,1
CCCCCCCN(c1ccccc1)C1C[C@H]2CCCC(=O)N3CC[C@@H](C1)[C@@H]23 (stereo not given in full),-4,11,1,-4,nt,1.1,6,7,-4,5
O=C(c1ccc(Cl)nc1)N1CCN(S(=O)(=O)c2ccccc2)CC1,-1,-8,9,3,0.2,0.4,-19,7,-3,3
COc1ccc(C2CC(c3ccc(F)cc3)Nc3nc(N)nn32)cc1 (stereo not given),-4,4,2,0,-0.2,-0.1,-16,-9,2,4
O=C(Nc1nc(-c2ccc(Cl)cc2)cs1)C1CCCO1 (stereo not given),0,-3,0,-3,6.9,-0.5,2,-1,28,-3
CCOc1ccc(NC(=O)CN(C)C(=O)CCSc2ccc(F)cc2)cc1OCC,-7,6,0,-1,1.5,0.4,7,-6,2,3
CCCNC(=O)Nc1ccc2c(c1)N(C)C(=O)c1ccccc1S2,0,1,0,5,-0.3,-0.5,-2,-6,5,-16
CC1(C)CC(=O)C/C(=N\NC(=O)c2cccs2)C1,0,-1,4,5,2.3,-0.6,-6,-12,5,-25
O=C(Nc1oc2ccccc2c(=O)c1-c1ccc(Br)cc1)c1ccco1,15,-2,-6,-1,1.1,-0.8,-17,-6,-2,-9
COc1ccc(-c2ccc(=O)n(CC(=O)NCc3ccco3)n2)cc1,5,-11,1,1,-0.4,0.3,-9,-15,-3,2

9 of these compounds in another layout:
Order of results – rCAG RNA binder | ARFGAP1 inhibitor | DDE Tn6 FP inh | GC-B act | FXN GAA850 act | KLK7 zymogen act | ASAP1 GAP inh | ADAM10 inh | NPR1 activator | sPLA2-III inh
- COCCn1nnnc1CN1CCOCC1
    -1 | 5 | -2 | 2 | 0.5 | 0.0 | -16 | 3 | 4 | 1
- C[C@@]12C(=O)Nc3ccc(Cl)cc3C(=O)N1[C@H]1c3cc(Br)ccc3OC[C@@H]1[C@@H]2c1ccccc1
    16 | 5 | -11 | 0 | -7.4 | -0.3 | 5 | 10 | -2 | 2
- CCOc1ccc(C(=O)Cc2cc(OC)c(OC)cc2[N+](=O)[O-])cc1
    -1 | -17 | -2 | -4 | 1.9 | 0.2 | 8 | 0 | 3 | 1
- Cc1cccc(N(C)C(=O)c2coc(=O)c3ccccc23)c1
    -4 | 9 | 5 | -12 | -0.2 | -1.8 | 5 | 2 | -24 | -1
- O=c1cc(COc2ncnc3c(Cl)cc(Cl)cc23)nc2sccn12
    0 | -8 | -14 | -1 | -0.7 | 0.0 | -1 | 0 | 0 | 1
- CCCCCCCN(c1ccccc1)C1C[C@H]2CCCC(=O)N3CC[C@@H](C1)[C@@H]23 (stereo not given in full)
    -4 | 11 | 1 | -4 | nt | 1.1 | 6 | 7 | -4 | 5
- O=C(c1ccc(Cl)nc1)N1CCN(S(=O)(=O)c2ccccc2)CC1
    -1 | -8 | 9 | 3 | 0.2 | 0.4 | -19 | 7 | -3 | 3
- COc1ccc(C2CC(c3ccc(F)cc3)Nc3nc(N)nn32)cc1 (stereo not given)
    -4 | 4 | 2 | 0 | -0.2 | -0.1 | -16 | -9 | 2 | 4
- O=C(Nc1nc(-c2ccc(Cl)cc2)cs1)C1CCCO1 (stereo not given)
    0 | -3 | 0 | -3 | 6.9 | -0.5 | 2 | -1 | 28 | -3

(next part)
Structure,rCAG RNA binder,ARFGAP1 inhibitor,DDE Tn6 FP inh,GC-B act,FXN GAA850 act,KLK7 zymogen act,ASAP1 GAP inh,ADAM10 inh,NPR1 activator,sPLA2-III inh
Cn1c(=O)n(C)c2cc([N+](=O)[O-])c(N3CCN(C(=O)C(C)(C)C)CC3)cc21,-6,9,-8,-1,-0.4,0.2,7,-7,-5,0
O=C(Nc1ccc(N2CCOCC2)cc1)C1CC(=O)N(c2ccc(Cl)cc2)C1 (stereo not given),-5,-3,7,-1,-1.4,-0.5,-2,-5,0,3
COc1cc(/C=C/C(=O)OCC(=O)N2CCOCC2)ccc1OCC#N,0,-22,-1,5,1.1,3.3,5,-78,-2,1
O=C(CN1CCCCCC1)Nc1cccc([N+](=O)[O-])c1,-2,0,10,-3,1.5,0.5,0,-4,0,-1
COC(=O)C1=C(C)NC(=O)NC1c1ccsc1 (stereo not given),-1,5,4,4,1.4,1.1,-3,5,0,0
C=CCn1c(SCC(=O)NCC2CCCO2)nnc1-c1ccccc1 (stereo not given),2,1,-5,-3,3.0,-0.2,5,5,4,-2
CCOC(=O)Cn1c(=NC(=O)c2cc(-c3cccs3)nc3ccccc23)sc2cc(S(N)(=O)=O)ccc21,29,8,4,-3,-0.1,172*,7,-73,-4,-7
Cn1nccc1NS(=O)(=O)c1ccc(NC(=O)C(F)(F)F)cc1,-2,-12,-11,7,1.3,0.0,-2,-5,5,-2
CCn1c(CSc2nc(C)cs2)nc2cc(S(=O)(=O)N(C)C)ccc21,2,6,-7,-1,-0.4,-0.1,4,-19,0,1
COc1ccc(CCNC(=O)c2ccc(CS(=O)(=O)Cc3ccc(C)cc3)o2)cc1OC,4,3,-2,1,-0.9,-0.1,3,0,-1,-1
CC(=O)Nc1ccc(C(=O)N/N=C/c2ccncc2)cc1,-2,-4,-6,5,1.9,0.0,5,-6,2,4
CCn1c(SCC(=O)Nc2nc(-c3ccc(C)cc3)cs2)nnc1-c1ccccc1,1,-6,-4,-5,-1.5,0.3,6,0,13,-4
Cc1ccc(S(=O)(=O)NN=Cc2ccccc2Cl)cc1,4,-6,4,-2,2.8,6.8,-4,-14,-2,-2
Cc1nc2ccc(S(=O)(=O)NCC(=O)N(C)Cc3ccc(F)cc3)cc2s1,-1,nt,-3,11,nt,0.5,nt,-4,3,2
O=C(Cc1ccccc1)N/N=C/c1ccc(OC(=O)/C=C\c2ccco2)cc1,2,2,5,-3,-0.1,0.4,-5,0,3,-1

Source: PubChem BioAssay
